# Bioassay records (PubChem BioAssay)
# MOR-DOR ag – OPRM1-OPRD1 heterodimerization agonism; P35372+P41143; cells, luminescence; activation, % at 9.3 µM; hit rate 0.3% among 340,000; AID 504326; in the data active = activation above about 18%;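 note: 0% = vehicle-treated cells and 100% = reference agonist; values of inactives mirror those of a sister screen read the other way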
# CAL PDZ FP – inhibitors of human CAL PDZ peptide binding | Q9HD26 | purified CAL PDZ, TMR-peptide fluorescence polarization, 1 h | inhibition, % at 24.9 µM | hit rate 0.92% among 300,000 | AID 602252;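 active = mean inhibition of at least 30% with at least half of replicates also reaching 30%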;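 note: 0% = DMSO neutral control and 100% = excess unlabeled competitor peptide PRC23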
# MOR-DOR inv ag – inverse agonist of human OPRM1-OPRD1 heterodimerization; inhibition, % at 9.3 µM; P35372+P41143; cell-based MOR-DOR heterodimer luminescence, inverse agonism; hit rate 0.21% among 340,000; in the data active = inhibition above about 22%, passing the limit was not always enough;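 note: 0% = cells with DMSO and 100% = wells without cells with DMSO; values of inactives mirror those of a sister screen read the other way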
# HTR5A inv ctr – counter-screen for OPRM1-OPRD1 inverse agonists: human HTR5A inverse agonism; inhibition, % at 9.3 µM; hit rate 0.083% among 340,000; HTR5A cell line, luminescence; P47898; AID 504634; in the data active = inhibition mostly above about 23%, no sharp cut-off; inactive = mostly below about 18%;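 note: 0% = cells with DMSO and 100% = no-cell wells with DMSO; some compounds called inactive have numbers as strong as hits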
# Target sequence (P47898 whole entry, looked up): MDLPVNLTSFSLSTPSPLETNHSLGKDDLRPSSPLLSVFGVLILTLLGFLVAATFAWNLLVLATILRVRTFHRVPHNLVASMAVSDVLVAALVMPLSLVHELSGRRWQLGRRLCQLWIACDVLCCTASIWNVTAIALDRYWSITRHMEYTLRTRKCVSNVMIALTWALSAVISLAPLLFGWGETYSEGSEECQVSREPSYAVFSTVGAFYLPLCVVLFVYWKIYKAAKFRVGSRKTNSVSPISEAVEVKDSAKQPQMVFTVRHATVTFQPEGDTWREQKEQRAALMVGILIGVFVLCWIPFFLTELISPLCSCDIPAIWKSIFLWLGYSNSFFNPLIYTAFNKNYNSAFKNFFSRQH
# Cardiac RTF inh – cardiac RTF calcium desensitization; P19429+P45379; hit rate 0.12% among 340,000; IANBD-labeled cardiac RTF, Ca2+ fluorescence; inhibition, % at 7.15 µM;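 active = inhibition above the mean inhibition of all tested compounds plus 3 SD, cut at about 17% in these data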;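 note: assay run at fixed EC70 calcium of 1.6 mM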
# HTR5A ag – activates human HTR5A in OPRM1-OPRD1 agonist counter-screen; HTR5A agonist assay, luminescence, cell-based; activation, % at 9.3 µM; hit rate 0.61% among 340,000; AID 504692; in the data active = activation mostly above about 9.5%, no sharp cut-off; inactive = mostly below about 7.6%;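 note: 0% = cells with vehicle only and 100% = reference agonist; strong numbers were not always called active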
# V-ATPase pH – yeast V-ATPase proton transport regulation by pHLuorin; S. cerevisiae, pHLuorin cytosolic pH fluorescence; response, % at 10 µM; hit rate 0.37% among 350,000; AID 504577; in the data active = response mostly above about 7.3%, no sharp cut-off; inactive = mostly below about 5.4%; note: actives read high; inactives centre near 0; some compounds called inactive have numbers as strong as hits; reference of the scale not given here
# cardiac RTF act – increases calcium sensitivity of human cardiac regulated thin filaments; hit rate 0.24% among 340,000; IANBD-labeled TnC RTF fluorescence at EC20 calcium; 0% EC20 calcium, 100% full calcium; AID 493008; activation, % at 7.2 µM; P19429+P45379;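 active = activation above the mean over all tested compounds plus 3 SD, cut at about 30% in these data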;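 note: rise in fluorescence read as greater calcium sensitivity of cardiac thin filaments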
# Keap1 Nrf2 FP – inhibitors of human Keap1-Nrf2 protein-protein interaction; Q14145; Keap1 Kelch-Nrf2 peptide fluorescence polarization, 1536-well; inhibition, % at 9.4 µM; hit rate 0.15% among 340,000; AID 504523; in the data active = inhibition above about 12%;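 note: human Keap1 Kelch domain with fluorescein labeled Nrf2 9mer peptide probe; 0% = neutral control wells and 100% = peptide positive control; higher means more block of Keap1 binding to Nrf2 peptide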
# Target sequence (Q14145 whole entry, looked up, the tested form may be a part): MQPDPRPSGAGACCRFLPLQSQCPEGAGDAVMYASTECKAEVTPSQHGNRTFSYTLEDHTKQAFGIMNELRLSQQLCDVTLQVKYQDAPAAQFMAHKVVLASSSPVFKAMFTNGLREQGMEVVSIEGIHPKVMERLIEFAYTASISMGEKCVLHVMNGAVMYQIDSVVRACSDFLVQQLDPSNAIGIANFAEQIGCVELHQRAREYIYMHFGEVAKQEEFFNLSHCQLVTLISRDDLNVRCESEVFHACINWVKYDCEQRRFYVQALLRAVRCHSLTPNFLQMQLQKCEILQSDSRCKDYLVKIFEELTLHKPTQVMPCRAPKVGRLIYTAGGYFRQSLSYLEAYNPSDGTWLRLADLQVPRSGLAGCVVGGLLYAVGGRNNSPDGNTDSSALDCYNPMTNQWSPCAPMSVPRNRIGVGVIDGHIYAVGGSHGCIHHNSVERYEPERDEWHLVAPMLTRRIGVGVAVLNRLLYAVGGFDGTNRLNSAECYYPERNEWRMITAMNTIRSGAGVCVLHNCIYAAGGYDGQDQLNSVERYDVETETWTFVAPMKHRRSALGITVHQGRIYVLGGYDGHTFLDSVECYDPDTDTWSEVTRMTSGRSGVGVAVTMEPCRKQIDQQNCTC
# LANA DNA inh – inhibitors of KSHV LANA C-terminal domain DNA binding. MBP-C-LANA/FAM-LBS DNA binding, fluorescence polarization. inhibition, % at 9 µM. hit rate 0.078% among 340,000. AID 504423;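 active = highest replicate inhibition at or above 60% at 9 µM, even if other replicates fall short; inactive = all replicates below 60% inhibition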;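 note: 0% = neutral control wells and 100% = 4 µM acridine orange control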
# An asterisk follows results filed as active; . = not tested or not shown.
SMILES,MOR-DOR ag,CAL PDZ FP,MOR-DOR inv ag,HTR5A inv ctr,Cardiac RTF inh,HTR5A ag,V-ATPase pH,cardiac RTF act,Keap1 Nrf2 FP,LANA DNA inh
C[C@H](CO)N1C[C@H](C)[C@@H](CN(C)CC2CCCCC2)Oc2c(NC(=O)C3CC3)cccc2C1=O,0.3,-5.4,-2.0,-5.8,-8.0,8.5,-1.6,-7.2,-1.0,0.9
c1ccc(-n2c(SCc3nc(-c4cccs4)no3)nnc2-c2ccco2)cc1,-1.8,-2.8,10.8,13.1,-0.8,5.6,-1.0,-5.5,-9.0,1.9
Cc1cccc(C(=O)NCCC(=O)Nc2ccc(C)c(F)c2)c1,-1.0,-2.8,5.4,-10.2,-5.1,3.6,-2.1,-4.2,-3.7,0.0
O=C(NCCc1cn2ccccc2n1)C1CCCCC1,-0.9,-2.2,5.0,-17.4,2.7,-5.5,-1.9,3.5,-2.9,0.4
CCn1c(=N)n(CCOc2ccc(OC)cc2)c2ccccc21,-0.1,.,0.3,1.5,-6.6,-0.4,-1.9,-1.6,0.6,-0.5
Cc1ccc2nc3c(cc(S(=O)(=O)c4ccccc4)c(=N)n3C3CCCC3)c(=O)n2c1,-1.0,.,5.5,6.0,-3.7,-1.6,-4.4,-6.5,-0.7,1.9
O=C(NCc1ccccc1F)C1CCCN(S(=O)(=O)N2CCOCC2)C1 (configuration not stated),-2.9,2.5,14.6,3.7,-9.0,-2.9,-1.9,-3.7,0.9,-1.8
O=P(c1ccccc1)(c1ccccc1)c1ccc(O)cc1,-3.2,2.4,16.6,1.9,1.0,-0.7,1.7,-2.2,2.1,-0.1
COC(=O)c1c(C)oc2ccc(N(C(=O)c3ccncc3)S(=O)(=O)c3ccc4ccccc4c3)cc12,0.6,1.4,-3.9,2.6,7.8,9.2,2.0,-5.0,-1.6,-0.6
Cc1ccc(NC(=O)C(=O)NCc2ccc(/C=C(/C#N)C(=O)NCc3cccnc3)o2)cc1,1.8,-0.1,-9.8,19.0,-3.8,5.2,0.8,0.1,-2.2,0.8
O=C(CO/N=C/c1ccccc1Cl)N1CCCc2ccccc21,9.9,-3.7,-44.5,4.6,-5.6,2.0,-0.8,2.1,-3.8,-2.1
Cc1ccc(S(=O)(=O)N2CCN(C(=O)Cn3c(=O)cnc4ccccc43)CC2)c(C)c1,-0.8,-10.5,3.1,-3.9,1.9,1.5,-1.1,-0.3,0.4,-2.1
CC(C)CC(NC(=O)CC12CC3CC(CC(C3)C1)C2)C(=O)NC1=NCCS1 (configuration not stated),-3.2,-2.1,15.9,12.4,-7.4,-4.6,-1.2,10.4,-1.2,-0.5
CC(=O)Nc1ccc(NS(=O)(=O)c2ccc(C)cc2)c([N+](=O)[O-])c1,-1.2,.,6.0,4.4,-8.4,-0.9,0.4,-0.7,-4.0,-0.4
CC(C)=C[C@H]1C[C@H](C)[C@H]2CC[C@H](C)c3c(O[C@@H]4OC[C@@H](O)[C@H](O)C4O)c(O)c(C)c1c32 (some centres not stated),9.0,-3.5,-50.4,8.4,-3.6,0.1,-2.3,2.3,-1.5,0.9
O=C(CCc1ccccc1)Nc1ncc([N+](=O)[O-])s1,5.0,-2.8,-25.5,-20.6,4.3,7.3,0.2,6.4,-5.2,-1.3
Cc1ccccc1-n1c(C)nnc1SC(C)C(=O)NCC1CCCO1 (configuration not stated),-2.4,-0.9,10.3,6.1,-8.9,-2.5,2.4,3.5,-4.0,-2.9
CC(=O)N(CCOc1ccccc1)CCOc1ccccc1,-1.6,-0.9,8.2,-4.3,-7.2,7.3,1.9,-3.3,1.5,-0.9
Cc1ccc(NC(=S)N2CCN(c3nccc(C(F)(F)F)n3)CC2)c(C)c1,-0.5,-0.9,2.5,-18.2,-4.3,5.5,-0.5,2.1,-2.7,-1.4
COC(=O)c1cc(C(=O)OC)n(Cc2ccc(C)cc2)c1C,-0.1,0.5,0.6,-7.0,-0.5,2.5,-1.4,-3.2,-0.1,3.2
CCOC(=O)C1CCCN(C(=S)NC2CCCCC2)C1 (configuration not stated),-2.0,-2.9,9.1,-7.2,1.2,3.1,-3.9,-1.4,-0.3,-0.1
Cc1nc2cc(-c3ccccc3)ccc2o1,-0.5,-9.4,3.0,-1.5,-1.5,2.6,8.2,3.4,-3.0,-0.5
COc1cc(OC)cc(-c2cc(N3C(=O)Nc4ccccc4N3O)n[nH]2)c1,-1.3,-1.2,6.4,1.4,-5.0,7.8,-1.9,-3.1,3.4,2.1
CCc1nc(SCC(=O)c2cc(C)ccc2C)n[nH]1,-3.0,.,13.8,-8.8,-0.8,3.0,0.5,-0.6,-6.1,0.4
CCC(CO)Oc1cc(NCc2ccccc2F)c2ncn(C(C)C)c2c1 (configuration not stated),-0.7,-0.9,3.6,23.0,-7.7,-9.1,1.0,0.4,-3.8,-2.3
Cc1ccc(S(=O)(=O)Nc2ccc3nc(-c4cccn4C)[nH]c3c2)cc1,3.5,-5.4,-20.5,-8.8,-1.3,1.6,2.1,-1.6,-2.1,1.1
COC(=O)Cc1ccc(NC(=S)N2CCN(c3ccc(F)cc3)CC2)cc1,0.1,-3.3,-0.3,-7.0,2.0,1.9,1.9,-2.0,-1.9,2.3
NS(=O)(=O)c1ccc2nc(NC(=O)CS(=O)(=O)c3ccc(F)cc3)sc2c1,-1.2,8.6,6.3,-25.9,-4.4,-1.9,-4.4,-3.9,1.3,1.0
Cc1c(NC(=O)C(C)OC(=O)c2cccnc2Cl)c(=O)n(-c2ccccc2)n1C (configuration not stated),-3.2,-3.8,13.3,-3.2,-2.0,1.3,3.0,4.5,-1.5,1.0
COc1ccc2oc(C(=O)OCC(=O)Nc3ccc(N4CCOCC4)cc3)c(C)c2c1,0.8,-3.0,-5.0,0.1,-15.4,3.1,2.9,-2.7,4.2,-0.3
CCOC(=O)C1CCN(C(c2cc(OC)c(OC)c(OC)c2)c2sc3nc(C)nn3c2O)CC1 (configuration not stated),0.2,0.4,-1.2,-16.9,-5.9,2.1,1.3,6.8,-5.3,-0.7
COc1cccc2cc(-c3cc(=O)oc4ccc(O)cc34)oc12,-1.2,-3.0,5.9,-24.5,1.6,6.5,-1.5,-5.1,-1.8,0.9
CCOC(=O)C(CC)(CC)C(=O)/C=C/c1ccc(Br)cc1,4.7,-1.5,-27.8,4.5,7.4,-2.8,1.5,2.8,-9.6,-0.2
Oc1ccc(N=Nc2ccc3c(c2)OCCO3)c(O)c1,-0.7,-1.1,3.5,-7.9,4.0,2.8,4.6,-4.5,-1.5,-1.1
c1ccc2c(N3CCCCC3)ncnc2c1,-2.0,-2.2,12.6,-20.1,-7.8,-5.0,-0.2,0.1,-4.8,0.5
O=C(CNS(=O)(=O)c1ccc(F)c(Cl)c1)NCCc1ccccc1,0.5,-4.5,-2.2,5.7,-9.7,-1.5,-1.2,1.1,-4.1,0.2

# Reformatted with two lines to a compound: entries from further up.
# Results follow in this order: MOR-DOR ag, CAL PDZ FP, MOR-DOR inv ag, HTR5A inv ctr, Cardiac RTF inh, HTR5A ag, V-ATPase pH, cardiac RTF act, Keap1 Nrf2 FP, LANA DNA inh
- CCC(CO)Oc1cc(NCc2ccccc2F)c2ncn(C(C)C)c2c1 (configuration not stated)
→ -0.7, -0.9, 3.6, 23.0, -7.7, -9.1, 1.0, 0.4, -3.8, -2.3
- Cc1ccc(S(=O)(=O)Nc2ccc3nc(-c4cccn4C)[nH]c3c2)cc1
→ 3.5, -5.4, -20.5, -8.8, -1.3, 1.6, 2.1, -1.6, -2.1, 1.1
- COC(=O)Cc1ccc(NC(=S)N2CCN(c3ccc(F)cc3)CC2)cc1
→ 0.1, -3.3, -0.3, -7.0, 2.0, 1.9, 1.9, -2.0, -1.9, 2.3
- NS(=O)(=O)c1ccc2nc(NC(=O)CS(=O)(=O)c3ccc(F)cc3)sc2c1
→ -1.2, 8.6, 6.3, -25.9, -4.4, -1.9, -4.4, -3.9, 1.3, 1.0
- Cc1c(NC(=O)C(C)OC(=O)c2cccnc2Cl)c(=O)n(-c2ccccc2)n1C (configuration not stated)
→ -3.2, -3.8, 13.3, -3.2, -2.0, 1.3, 3.0, 4.5, -1.5, 1.0
- COc1ccc2oc(C(=O)OCC(=O)Nc3ccc(N4CCOCC4)cc3)c(C)c2c1
→ 0.8, -3.0, -5.0, 0.1, -15.4, 3.1, 2.9, -2.7, 4.2, -0.3
- CCOC(=O)C1CCN(C(c2cc(OC)c(OC)c(OC)c2)c2sc3nc(C)nn3c2O)CC1 (configuration not stated)
→ 0.2, 0.4, -1.2, -16.9, -5.9, 2.1, 1.3, 6.8, -5.3, -0.7
- COc1cccc2cc(-c3cc(=O)oc4ccc(O)cc34)oc12
→ -1.2, -3.0, 5.9, -24.5, 1.6, 6.5, -1.5, -5.1, -1.8, 0.9
- CCOC(=O)C(CC)(CC)C(=O)/C=C/c1ccc(Br)cc1
→ 4.7, -1.5, -27.8, 4.5, 7.4, -2.8, 1.5, 2.8, -9.6, -0.2
- Oc1ccc(N=Nc2ccc3c(c2)OCCO3)c(O)c1
→ -0.7, -1.1, 3.5, -7.9, 4.0, 2.8, 4.6, -4.5, -1.5, -1.1
- c1ccc2c(N3CCCCC3)ncnc2c1
→ -2.0, -2.2, 12.6, -20.1, -7.8, -5.0, -0.2, 0.1, -4.8, 0.5
- O=C(CNS(=O)(=O)c1ccc(F)c(Cl)c1)NCCc1ccccc1
→ 0.5, -4.5, -2.2, 5.7, -9.7, -1.5, -1.2, 1.1, -4.1, 0.2

# Carrying on:
SMILES,MOR-DOR ag,CAL PDZ FP,MOR-DOR inv ag,HTR5A inv ctr,Cardiac RTF inh,HTR5A ag,V-ATPase pH,cardiac RTF act,Keap1 Nrf2 FP,LANA DNA inh
COc1ccc(C(NC(=O)c2ccco2)c2ccc(OC)c(OC)c2)cc1 (configuration not stated),-4.1,-2.7,17.2,-7.8,-6.1,3.2,0.5,-4.2,-0.5,-1.1
O=C(CSc1nc2nn(-c3ccccc3)c(=O)c-2c2n1CCCCC2)Nc1ccccc1[N+](=O)[O-],1.3,-4.8,-9.0,-9.6,-23.1,3.7,-0.5,-20.9,-0.9,-0.5
COc1cccc(CNC(=O)C2=C(C)C(=O)OC23CCC(C)CC3)c1 (configuration not stated),-1.0,-1.3,5.4,-8.9,7.0,-3.9,0.1,2.4,-0.2,0.8
CSc1ccccc1NC(=O)c1ccc(N2CC3CC(C2)c2cccc(=O)n2C3)c(NC(=O)c2ccncc2)c1 (configuration not stated),-2.6,-5.5,13.5,-4.2,1.0,-1.0,2.9,-5.3,1.3,0.2
O=C(COc1ccc(Br)cc1)OCCN1CCCCC1,-1.9,8.1,9.1,-5.4,-5.0,1.4,0.8,2.7,-3.1,-1.3
O=[N+]([O-])c1cccc(-c2cc3cccc[n+]3cc2-c2cccc([N+](=O)[O-])c2)c1,-3.3,-1.3,16.9,15.5,-2.9,2.0,3.8,-1.6,-1.5,-1.8
COc1cccc(CC(=O)N2CCC(n3nccc3NC(=O)C3CC3)CC2)c1,-4.5,-2.2,23.1,3.3,-2.6,-1.4,-1.5,-4.0,-1.0,-1.1
COc1ccccc1C(=O)Nc1nnc(-c2ccc(F)cc2)s1,1.3,-0.7,-6.3,3.2,1.6,-0.8,-1.1,-4.3,-3.0,-0.5
